BioA inh – inhibitors of Mycobacterium tuberculosis BioA enzyme. purified M. tuberculosis BioA enzyme, plate reader. inhibition, % at 9.99 µM. 0.096% of 360,000 active; in the data active = inhibition above about 40%
FadD28 binding – M. tuberculosis FadD28 bisubstrate binding inhibition; FadD28 bisubstrate probe binding, fluorescence polarization; inhibition, % at 12.5 µM; 0.22% of 360,000 active; in the data active = inhibition above about 8.5%, passing the limit was not always enough
GDH-TPI inh – inhibits GDH-TPI coupling enzymes, artifact for Mtb FBA screen; 1.2% of 360,000 active; inhibition, % at 4.8 µM; GDH-TPI coupled enzyme counterscreen, NADH absorbance; in the data active = inhibition above about 30%;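 note: 0% = DMSO wells and 100% = wells lacking the enzyme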
Y pestis TopoI – Y. pestis Topo-I inhibition via cleavage products; Y. pestis Topo-I cleavage product accumulation, plate reader; activity, % at 10 µM; 0.064% of 360,000 active; in the data active = activity above about 50%, passing the limit was not always enough; note: inactives centre near 2
BH1578 lux ind – quorum light induction in luxS cqsA deficient V. cholerae. V. cholerae BH1578 lux reporter, luminescence, 6 h. activation, % at 18.7 µM. 0.16% of 350,000 active. AID 588436; in the data active = activation mostly above about 9.7%, no sharp cut-off; note: not every result past the cut was called active; inactives centre near 0; reference of the scale not given here
TcdB GH inh – TcdB glycohydrolase inhibition; 0.24% of 350,000 active; TcdB glycohydrolase enzymatic assay, plate reader; inhibition, % at 9.99 µM; AID 652162; in the data active = inhibition above about 10%
Mtb UGM inh – inhibitors of M. tuberculosis UDP-galactopyranose mutase. 0.06% of 320,000 active. purified UGM, fluorescence polarization probe displacement. inhibition, % at 10 µM. P9WIQ1; in the data active = inhibition above about 10%, passing the limit was not always enough
Target sequence (P9WIQ1 whole entry, looked up): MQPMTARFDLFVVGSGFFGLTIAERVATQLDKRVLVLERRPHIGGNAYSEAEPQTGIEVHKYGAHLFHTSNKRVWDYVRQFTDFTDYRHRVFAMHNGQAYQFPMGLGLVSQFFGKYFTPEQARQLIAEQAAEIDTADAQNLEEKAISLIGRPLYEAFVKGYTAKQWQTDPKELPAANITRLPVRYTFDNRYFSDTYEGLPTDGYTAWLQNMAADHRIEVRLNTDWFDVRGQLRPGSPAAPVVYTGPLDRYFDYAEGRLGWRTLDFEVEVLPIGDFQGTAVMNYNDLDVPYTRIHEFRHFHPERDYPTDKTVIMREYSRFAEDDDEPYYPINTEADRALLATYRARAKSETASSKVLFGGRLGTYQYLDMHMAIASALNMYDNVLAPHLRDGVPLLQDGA
PfHsp40 yeast – restores yeast growth despite PfHsp40 toxicity | 0.68% of 340,000 active | AID 504582 | S. cerevisiae expressing PfHsp40, growth rescue, ATP luminescence | growth rescue, % at 12.5 µM; in the data active = growth rescue above about 28%, passing the limit was not always enough;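 note: yeast W303a lacking pdr1 and pdr3 grown in galactose medium; growth measured after three days at 30 °C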
Mtb FBA inh – inhibits M. tuberculosis FBA enzyme. P9WQA3. AID 588726. purified M. tuberculosis FBA, fluorescence read-out. 2.3% of 360,000 active. inhibition, % at 1 µM; in the data active = inhibition above about 27%;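 note: 0% = vehicle and 100% = reference inhibitor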
Target sequence (P9WQA3 whole entry, looked up): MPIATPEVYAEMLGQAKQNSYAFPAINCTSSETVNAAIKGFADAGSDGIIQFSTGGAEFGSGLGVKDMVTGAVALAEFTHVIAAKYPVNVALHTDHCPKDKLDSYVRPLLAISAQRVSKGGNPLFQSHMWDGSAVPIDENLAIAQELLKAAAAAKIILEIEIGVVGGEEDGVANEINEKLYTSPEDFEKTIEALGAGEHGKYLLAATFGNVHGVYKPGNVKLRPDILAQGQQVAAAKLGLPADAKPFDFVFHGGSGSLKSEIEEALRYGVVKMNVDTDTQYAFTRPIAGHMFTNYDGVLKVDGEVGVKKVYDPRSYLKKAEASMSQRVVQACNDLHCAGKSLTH
Starred values were filed as active, the others as inactive; i = inactive; nt = not tested or not shown.

SMILES	BioA inh	FadD28 binding	GDH-TPI inh	Y pestis TopoI	BH1578 lux ind	TcdB GH inh	Mtb UGM inh	PfHsp40 yeast	Mtb FBA inh
COc1ccc(-c2nnc(Nc3ccc(CC(N)=O)cc3)c3ccccc23)cc1	nt	-4.9	18	-3	0.7	nt	0.3	-1.1	4
O=C(CCCCCn1c(=S)[nH]c2cc3c(cc2c1=O)OCO3)N1CCN(C(=O)c2ccco2)CC1	-0.7	-0.8	14	1	-1.2	nt	1.8	2.6	-3
CC(C)OP(=O)(OC(C)C)C(Nc1ccccc1)c1ccc2c(c1)OCO2 (stereo not drawn)	5.4	-3.2	-6	10	-0.4	nt	-1.6	-0.1	4
Cc1ccc(NC(=S)Nc2ccc3nc(-c4ccccn4)c(-c4ccccn4)nc3c2)cc1C	nt	-0.8	32*	10	-0.3	nt	3.1	-1.7	-4
O=C1c2ccccc2C(Nc2ccc(Cl)cn2)N1c1cccnc1 (stereo not drawn)	5.2	-0.7	1	6	-0.3	1.7	-1.3	-0.2	5
O=C(CCc1c[nH]c2ccccc12)N=Nc1c(O)[nH]c2ccccc12	-1.7	1.0	3	-4	i	1.0	-0.3	-0.2	3
COC(=O)c1nn(-c2ccccc2)c(Cl)c1/C=N/OCc1ccc(Cl)cc1Cl	0.2	0.2	2	6	i	nt	-1.4	1.5	-1
CC(C)Nc1nc(Nc2ccc(C(N)=O)cc2)c2sccc2n1	36	-4.3	10	-3	i	-0.2	nt	nt	-2
CN(CC1CCCN(CCc2ccc(Cl)cc2)C1)C(=O)c1ccoc1 (stereo not drawn)	1.0	-0.1	1	2	0.6	2.2	1.5	-0.8	0
COc1ccc(Cn2c(CO)cnc2SCC(=O)Nc2cc(C)on2)cc1	-0.1	-1.5	-6	0	-0.4	0.0	-0.9	1.6	1
CS/C(=N\S(=O)(=O)c1cccs1)Nc1cccc(Cl)c1C	-1.8	0.0	8	1	-0.4	1.4	0.6	2.1	5
c1ccc(-c2csc(=Nc3cccnc3)n2CC2CCCO2)cc1 (stereo not drawn)	0.6	0.0	6	2	-0.6	nt	-0.1	-0.5	4
COc1cc(NC(=S)N2CCN(c3ccccn3)CC2)cc(OC)c1OC	nt	-3.0	2	-2	-0.5	-1.0	-2.8	0.8	-1
O=C(O)CCC(=O)c1ccc2c(c1)OCCO2	0.0	0.4	5	5	-0.2	-0.7	2.1	-1.3	0
O=C(O)c1cc(Br)ccc1NS(=O)(=O)c1cccc2nsnc12	-2.1	4.3	7	-1	1.4	-0.1	0.9	-0.7	-2
Cn1c(CNS(=O)(=O)c2ccc(Cl)cc2)cc(=O)n(C)c1=O	-2.1	-1.7	7	2	i	0.3	2.6	-1.5	-1
O=C(CCCC(=O)NC1CCCC1)NC1CCCC1	nt	1.9	6	6	-0.4	nt	-3.3	-2.4	1
COC(=O)c1c(C(=O)c2ccc(Br)cc2)n(C)c2ccccc12	0.2	-0.6	7	15	-0.6	0.3	-2.0	4.6	2
COc1ccc(CCNC(=O)C2CCN(S(=O)(=O)c3cccc4cccnc34)CC2)cc1OC	-3.0	0.1	2	3	i	nt	4.2	1.5	3
COc1ccc(NC(=O)C2CCCN(S(=O)(=O)c3c(C)[nH]c(=O)[nH]c3=O)C2)cc1 (stereo not drawn)	-4.9	-0.4	2	-9	1.1	nt	-1.6	1.3	-3
CC(O)(c1cccnc1)c1nc(-c2ccoc2)cs1 (stereo not drawn)	0.8	-3.0	0	-7	-0.9	-0.3	nt	nt	0
CN1CCCC1=Nc1ccccc1	-1.2	0.9	7	0	-0.2	1.1	nt	nt	0
N#CC1=C(N)C(C#N)(C#N)C(c2cccnc2)C2CN(C(=O)OCc3ccccc3)CC=C12 (stereo not drawn)	2.6	-1.4	11	19	nt	0.3	2.2	-0.1	4
Cc1c(NC(=O)C(C)OC(=O)CC2CC3CCC2C3)c(=O)n(-c2ccccc2)n1C (stereo not drawn)	nt	-3.8	-11	2	-0.7	0.4	0.8	0.5	2
Cc1cc(C)cc(C(O)c2ncc(-c3cccc(C(F)(F)F)c3)[nH]2)c1 (stereo not drawn)	-0.6	-1.7	11	-7	-1.3	0.8	nt	nt	-2

Seven entries from above, comma-delimited:
Structure,BioA inh,FadD28 binding,GDH-TPI inh,Y pestis TopoI,BH1578 lux ind,TcdB GH inh,Mtb UGM inh,PfHsp40 yeast,Mtb FBA inh
COc1ccc(-c2nnc(Nc3ccc(CC(N)=O)cc3)c3ccccc23)cc1,nt,-4.9,18,-3,0.7,nt,0.3,-1.1,4
COc1ccc(NC(=O)C2CCCN(S(=O)(=O)c3c(C)[nH]c(=O)[nH]c3=O)C2)cc1 (stereo not drawn),-4.9,-0.4,2,-9,1.1,nt,-1.6,1.3,-3
CC(C)OP(=O)(OC(C)C)C(Nc1ccccc1)c1ccc2c(c1)OCO2 (stereo not drawn),5.4,-3.2,-6,10,-0.4,nt,-1.6,-0.1,4
N#CC1=C(N)C(C#N)(C#N)C(c2cccnc2)C2CN(C(=O)OCc3ccccc3)CC=C12 (stereo not drawn),2.6,-1.4,11,19,nt,0.3,2.2,-0.1,4
CC(O)(c1cccnc1)c1nc(-c2ccoc2)cs1 (stereo not drawn),0.8,-3.0,0,-7,-0.9,-0.3,nt,nt,0
O=C(CCc1c[nH]c2ccccc12)N=Nc1c(O)[nH]c2ccccc12,-1.7,1.0,3,-4,i,1.0,-0.3,-0.2,3
COC(=O)c1nn(-c2ccccc2)c(Cl)c1/C=N/OCc1ccc(Cl)cc1Cl,0.2,0.2,2,6,i,nt,-1.4,1.5,-1

More results follow:
SMILES	BioA inh	FadD28 binding	GDH-TPI inh	Y pestis TopoI	BH1578 lux ind	TcdB GH inh	Mtb UGM inh	PfHsp40 yeast	Mtb FBA inh
O=C(N/N=C/c1c(O)ccc2ccccc12)c1cccc(C(F)(F)F)c1	nt	-0.3	11	-15	-0.1	nt	1.1	4.7	-8
O=C(COc1coc(CN2CCc3ccccc3C2)cc1=O)Nc1ccc([N+](=O)[O-])cc1	-0.3	0.9	10	1	i	2.0	-0.4	13	8
Cc1oc2cc3oc(=O)cc(C)c3cc2c1C	0.7	nt	6	-4	0.8	1.0	2.9	2.7	5
Cn1nc(C(=O)OCC(=O)Nc2ccc3ccccc3c2)c2ccccc2c1=O	nt	-6.2	-6	5	i	0.2	0.1	5.0	-2
CC(=O)c1ccccc1NC(=O)CSCc1nc2sc(C)c(C)c2c(=O)[nH]1	-3.1	-0.1	12	-4	2.6	0.5	nt	0.0	2
O=C(c1ccccc1)N1CCN2C(=O)c3ccccc3C12c1ccc(Cl)cc1 (stereo not drawn)	nt	-1.8	-2	33	1.4	nt	0.3	-1.6	-3
COc1ccc(C(=O)N2CCC2)cc1S(=O)(=O)NCc1ccc(Cl)cc1	-0.5	0.9	-5	3	i	0.6	-1.1	-1.4	1
O=C(CSc1n[nH]c(=O)[nH]c1=O)Nc1ccc(Br)cc1Br	-0.9	-1.4	1	1	-0.2	0.8	-2.9	-0.5	0
CSc1nnc(-c2cccc(NC(=S)NN)c2)o1	nt	-2.8	10	-1	-0.3	0.3	0.8	-0.5	4
COc1ccc(N2C(=O)CCC2=O)cc1	-1.7	-2.3	6	-2	i	nt	-1.9	-0.6	-3
O=C(c1ccccc1)N1CCC(O)(c2ccc3c(c2)OCO3)CC1	-0.5	0.0	10	-7	i	nt	-2.3	-0.9	6
O=C(Nc1nc(-c2nc3ccccc3s2)cs1)c1ccco1	0.3	-3.9	19	13	nt	0.6	2.9	-0.1	-2
Cc1cn([C@H]2C[C@H](O)[C@@H](CNCc3ccc(Oc4cc(-n5cccn5)ncn4)cc3)O2)c(=O)[nH]c1=O	-1.8	-0.2	5	3	-4.5	-0.1	nt	nt	1
O=C(c1ccc(OC2CCN(Cc3ccccc3OC(F)F)CC2)cc1)N1CCCC1	-5.2	-0.6	7	6	-0.4	0.6	-0.9	-1.1	1
COc1ccc(S(=O)(=O)N2CCSC2c2ccccc2)cc1 (stereo not drawn)	-0.7	-5.3	3	27	-0.3	nt	-1.2	-0.1	2
Cc1ccc(C(=O)NC2CC(C)(C)NC(C)(C)C2)cc1C	-2.1	-2.7	4	-7	i	nt	-1.9	0.4	-10
C=CC[C@H](CC(=O)NCCO)C(=O)N[C@H](COC(=O)[C@H](CC=C)CC(=O)OC(C)(C)C)c1ccccc1	-1.8	-2.0	5	10	i	-1.4	4.1	0.8	0
Nc1c(C(=O)CSc2nccn2-c2ccc(Cl)cc2)c(=O)[nH]c(=O)n1C1CC1	0.8	0.3	-1	4	i	2.0	0.3	0.9	-4
COc1ccc(C(=O)NC(C)C2CC3CCC2C3)c(OC)c1 (stereo not drawn)	2.8	-4.6	-10	16	-0.3	2.5	0.1	-0.9	-1
CC(C)CCNC(=S)Nc1ccc(Br)cc1	nt	-5.1	-5	-5	i	1.0	nt	0.3	0
CN(CC(=O)Nc1ccc(Cl)c(C(F)(F)F)c1)C(=O)COC(=O)C1CC2CCCC(C1)C2=O (stereo not drawn)	0.0	-3.2	3	24	i	1.5	1.0	0.0	1
O=C(NCCCCNC(=O)c1cccnc1)c1cccnc1	3.0	-1.6	6	0	0.0	nt	0.7	1.6	3
CCCCN(C)C(=O)C1CCN(CCCc2ccccc2)CC1	-0.1	-0.2	2	25	-0.2	-0.8	-0.7	0.8	2
Cc1nn(C(C)C(=O)NCCN2CCCC2)c(=O)c2c1sc1ccccc12 (stereo not drawn)	-0.2	-4.7	3	8	-0.2	0.4	3.4	-1.3	2
CCNC(=O)NC(=O)C(C)OC(=O)C1CCN(S(=O)(=O)c2ccc(C)c(C)c2)CC1 (stereo not drawn)	nt	0.0	7	18	-0.3	0.9	0.6	0.2	0
(list continues)
SMILES	BioA inh	FadD28 binding	GDH-TPI inh	Y pestis TopoI	BH1578 lux ind	TcdB GH inh	Mtb UGM inh	PfHsp40 yeast	Mtb FBA inh
C=C[C@H]1CN2CC[C@H]1C[C@@H]2[C@@H](O)c1ccnc2ccccc12	0.1	1.4	6	0	i	1.3	-0.9	0.8	0
CN(CC(=O)O)c1ccc(C(F)(F)F)cc1[N+](=O)[O-]	-0.9	-1.0	2	5	0.0	1.3	nt	-1.2	-2
CCc1ccc(S(=O)(=O)c2n[nH]n3c2nc(=O)c2ccccc23)cc1	-0.9	-7.0	4	2	-1.7	3.4	1.8	12	25
COC(=O)[C@]1(C)CCC[C@@]2(C)C3CC[C@@]4(C)C[C@]3(CC[C@H]12)C[C@H]4O (stereo partly drawn)	0.1	-3.4	-6	20	i	0.1	0.1	1.9	0
c1ccc(CCNc2ccnc3cc4ccccc4cc23)cc1	nt	-13	3	1	-0.5	-4.4	nt	189*	47*
CCCCN(CCCNC(=O)c1ccc2c(c1)NC(=O)CN2C)c1ccccc1	-0.3	-2.8	6	17	0.3	0.3	nt	nt	-3
CN(C)P(=O)(N(C)C)N1CC1	-1.1	-1.3	7	1	1.0	2.3	nt	2.1	-3
Cc1ccc(NC(=O)c2sc(N)nc2-c2ccccc2)cc1C	nt	-6.4	2	21	-0.5	-0.2	-1.9	1.8	-4
CCOc1cc(C(=O)Nc2ccc(C(=O)NCCN(CC)CC)cc2)ccc1OCC(=O)N1CCOCC1	0.1	-3.0	4	0	-0.7	-2.9	nt	0.9	0
Cc1ccc2c(C)c(C(=O)NCCc3ccco3)oc2c1C	-0.8	-7.5	-2	19	i	1.2	0.2	3.2	-3
CCc1noc(C)c1C(=O)Nc1ccc(Cl)c(S(=O)(=O)N2CCCCC2)c1	2.4	-2.1	1	15	1.4	1.7	-0.5	2.4	-1
CCOC(=O)N1CCN(S(=O)(=O)c2ccc(OCC(=O)OC)cc2)CC1	-0.5	-2.5	5	-5	i	1.2	-1.6	0.3	0
CCOc1ccc(-c2nnn(CCC#N)n2)cc1OC	nt	-2.7	-2	1	i	-0.1	2.3	1.7	-3
Cn1cc(C=O)c(-c2ccc3c(c2)OCCCO3)n1	-0.3	-2.3	1	3	i	-13	1.8	0.2	5
CCOCCn1ccc2c(OCC(=O)NCCc3ccc(OC)c(OC)c3)cccc2c1=O	0.8	-3.8	1	10	i	0.2	-0.8	-0.9	0
O=C(c1ccc(S(=O)(=O)c2ccccc2)cc1)N1CCc2ccccc2C1	nt	-0.5	9	30	i	nt	-2.0	-0.5	-3
O=C(Nc1ccc(Nc2ccccc2)cc1)c1ccc(Br)cc1	-0.9	-0.3	8	-5	-0.4	0.3	-2.7	-1.3	1
O=C(COc1ncnc2ccccc12)N1CCN(C(=O)c2ccco2)CC1	0.7	-5.0	-3	3	-1.4	nt	0.3	0.2	2
CCCc1nn(CCc2ccccn2)c(N)c1CC	2.0	-5.1	4	-7	-0.3	nt	-1.5	-1.1	-4
CCC(C(=O)NCCc1ccc(S(N)(=O)=O)cc1)c1ccccc1 (stereo not drawn)	0.0	0.3	2	6	-0.8	-0.3	0.2	18	2

Screens (PubChem)
